Rac1 GTP hydrolysis = MgcRacGAP GTPase-activating activity inhibitors, confirmation, biochemical, ADP Hunter fluorescence. MgcRacGAP-stimulated Rac1 GTP hydrolysis, ADP Hunter fluorescence; higher % means a stronger effect; GST-tagged Rac1 F28L mutant substrate. inhibition, % at 30 µM, or IC50 in µM where a hit was titrated. 0.6% of 340,000 active. AID 624330;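 active = first-screen hits whose inhibition reached a set limit at any dose in the follow-up dose series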;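 note: fluorescence reports GDP produced by GAP-driven GTP hydrolysis; strong numbers were not always called active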
GPR55 beta-arrestin = GPR55 agonists via beta-arrestin recruitment, primary screen, imaging, U2OS cells, beta-arrestin-GFP redistribution (AID 1961). U2OS GPR55 beta-arrestin-GFP redistribution imaging; higher % means a stronger effect. activation, % at 10 µM, or EC50 in µM where a hit was titrated. 0.048% of 290,000 active;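 active = activation above 40% with more than 50 cells counted in the well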;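 note: U2OS osteosarcoma cells stably expressing GPR55 and beta-arrestin-GFP; plate controls were DMSO negative control for no effect and LPI positive control for full effect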
GPR55 antagonists = GPR55 antagonists blocking LPI-driven arrestin recruitment, primary screen, imaging, U2OS, beta-arrestin-GFP, LPI agonist (AID 2013); 0.13% of 290,000 active; inhibition, % at 10 µM; hits with a dose series show IC50 in µM; U2OS GPR55 beta-arrestin-GFP translocation imaging, LPI antagonism; higher % means a stronger effect;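 active = spots per cell inhibited over 60%, with over 100 cells counted and total cytoplasm intensity under 500,000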;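 note: U2OS cells stably carrying GPR55 and arrestin-GFP stimulated by 5 µM LPI near EC80; imaged beta-arrestin-GFP aggregate spots per cell after agonist stimulation; plate controls were LPI-stimulated DMSO wells for no effect and DMSO wells without LPI for full effect; some results filed as inactive read as strong as hits; confirmed hits need IC50 under 10 µM and bright autofluorescent wells are also inconclusive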
KOR beta-arrestin-1 = kappa opioid receptor activators – cell-based, luminescence, uHTS, primary screen (AID 1777) | KOR beta-arrestin recruitment, luminescence; higher % means a stronger effect | activation, % at 10 µM, or EC50 in µM where a hit was titrated | 0.02% of 280,000 active; in the data active = activation above about 50%, passing the limit was not always enough; note: a part of the inactive calls stands beside numbers as strong as those of hits
NTR1 agonist = agonists of NTR1, primary screen, imaging, U2OS cells, beta-arrestin-GFP, high content (AID 493036). P30989. 0.17% of 330,000 active. activation, % at 20 µM. NTR1-U2OS beta-arrestin-GFP spot imaging, agonist mode;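 active = activation at or above 40% of the spot to cytoplasm intensity ratio, with at least 20 cells analyzed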;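 note: 0% = DMSO without peptide and 100% = 100 nM NTR1 peptide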
Target sequence (P30989 whole entry, looked up): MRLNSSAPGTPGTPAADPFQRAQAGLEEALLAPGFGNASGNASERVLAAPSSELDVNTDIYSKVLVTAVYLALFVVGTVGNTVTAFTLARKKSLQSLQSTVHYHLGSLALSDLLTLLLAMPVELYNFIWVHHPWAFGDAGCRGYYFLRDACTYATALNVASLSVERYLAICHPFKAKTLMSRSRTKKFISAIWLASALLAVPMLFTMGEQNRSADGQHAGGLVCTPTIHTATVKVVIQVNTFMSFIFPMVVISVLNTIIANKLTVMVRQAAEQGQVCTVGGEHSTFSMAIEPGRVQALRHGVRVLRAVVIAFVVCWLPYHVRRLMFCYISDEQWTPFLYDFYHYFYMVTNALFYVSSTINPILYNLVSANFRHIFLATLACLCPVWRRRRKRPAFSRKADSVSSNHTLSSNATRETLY
UTI89 phage lysis = protection from phage-mediated lysis, alamar blue read-out – E. coli UTI89, K1F phage, bacterial capsule biogenesis inhibitors (AID 488966). E. coli UTI89 K1F phage lysis, alamar blue, 2 h; higher % means a stronger effect. inhibition, % at 100 µM; hits with a dose series show IC50 in µM. 0.02% of 340,000 active;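 active = phage lysis inhibition, versus mean bacterial control, above a set limit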;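 note: capsule biogenesis inhibitors block K1F phage lysis so surviving cells raise fluorescence; higher fluorescence means more inhibition of phage lysis; actives were called in the ten point dose series up to 300 µM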
NOD1 NF-kB reporter = inhibition of NOD1-driven NF-kB reporter – cell-based, luminescence, uHTS, primary screen (AID 1578). NOD1-driven NF-kB luciferase reporter cells, luminescence; higher % means a stronger effect. inhibition, % at 4 µM, or EC50 in µM where a hit was titrated. 1% of 290,000 active; in the data active = inhibition mostly above about 36%, no sharp cut-off; inactive = mostly below about 34%;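 note: HEK-293T reporter cells stimulated with the NOD1 agonist gamma-tri-DAP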
GPR35 arrestin U2OS = inhibition of zaprinast-stimulated GPR35 beta-arrestin translocation – imaging, U2OS, beta-arrestin-GFP, zaprinast agonist, primary screen (AID 2058) | U2OS GPR35 beta-arrestin-GFP translocation imaging, zaprinast antagonism; higher % means a stronger effect | inhibition, % at 10 µM; hits with a dose series show IC50 in µM | 0.052% of 290,000 active;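 active = inhibition of at least 50% with at least 30 cells and total cytoplasm GFP at most 10,000,000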
KOR beta-arrestin-2 = KOR antagonists, beta-arrestin recruitment, cell-based, luminescence, uHTS (AID 1778); KOR beta-arrestin recruitment, luminescence, antagonist mode; higher % means a stronger effect; one-dose inhibition, % at 10 µM; IC50 in µM for titrated hits; 0.091% of 290,000 active; in the data active = inhibition above about 50%; note: strong numbers were not always called active
NTR1 agonist cell count 20 µM = recorded beside NTR1 agonist, whose call it bears; cell count; measured here: cell count, cytotoxicity flag
An asterisk follows results filed as active; x = not tested or not shown; [ ] = another dose, or the depositor's remark. The list is partial (hit frequency here may not be typical).

SMILES	Rac1 GTP hydrolysis	GPR55 beta-arrestin	GPR55 antagonists	KOR beta-arrestin-1	NTR1 agonist	NTR1 agonist cell count 20 µM	UTI89 phage lysis	NOD1 NF-kB reporter	GPR35 arrestin U2OS	KOR beta-arrestin-2
Cc1ccc(N2CN(Cc3cccnc3)CNC2=S)c(C)c1	2%	-0.2%	3%	4.2%	0.4	40	0.8%[50 µM]	-10%	-2%	-2%
COc1ccc(OC)c(/C=C/C(=O)Nc2ccc(OC)nc2)c1	4%	0.0%	9%	7.0%	-1.1	52	0.3%	-20%	1%	-11%
COc1ccc(OC)c(C2=NOC(C(=O)Nc3ccccc3SC)C2)c1 (stereo not given)	-6%	-0.1%	3%	-5.2%	0.4	87	-0.7%	6%	2%	13%
CC1(C)Cc2ccccc2C(/C(C#N)=N/O)=N1	9%	-0.2%	6%	-1.3%	-0.4	34	-0.1%	-18%	-3%	-15%
O=C(N/N=C/c1ccc(OC(=O)c2ccccc2Cl)cc1)c1cc(O)cc(O)c1	20%	-0.1%	4%	4.5%	5.7	64	-0.9%[50 µM]	-23%	5%	5%
COc1ccccc1NS(=O)(=O)c1cc(NC(=O)c2cccs2)ccc1N1CCCC1	14%	-0.1%	1%	8.5%	1.6	44	0.1%	-6%	-12%	16%
COc1cc(C(C(=O)NCc2ccccc2)N(Cc2ccco2)C(=O)c2cnccn2)cc(OC)c1OC (stereo not given)	4%	-0.5%	-4%	5.2%	-1.0	31	0.0%	20%	-11%	-20%
Cc1ccc(NC(=O)N2CCCCCC2)cc1	6%	-0.1%	9%	4.6%	0.4	68	0.1%	-65%	5%	-34%
CCCNC(=O)CSCc1nc(-c2ccc(SC)cc2)oc1C	12%	1.1%	-5%	-1.5%	-0.5	77	-0.2%	-6%	1%	6%
COc1cccc(-n2c(C)nn(CCOc3ccccc3)c2=O)c1	4%	-0.2%	-10%	-1.3%	1.6	62	0.1%	-42%	8%	-5%
COc1ccc(C)cc1NC(=O)c1cnc2sccn2c1=O	x	0.2%	-1%	-1.5%	x	x	x	-15%	-10%	8%
CCCC(CCC(=O)Nc1ccc(C(=O)OCC)cc1)C(=O)O (stereo not given)	4%	-0.5%	8%	-0.7%	2.4	49	0.6%	0%	13%	17%
Cc1cccc(N2C(=O)C3C4C=CC(CC4)C3C2=O)c1 (stereo not given)	6%	-0.2%	2%	-4.1%	-1.0	48	0.1%	-22%	11%	4%
Cn1c(NC(=O)CCC2CCCCC2)cc(=O)n(C)c1=O	-2%	-0.1%	-2%	-10%	9.7	58	-0.4%	-84%	5%	-15%
Clc1ccc(-n2ncc3c(NCC4CCCO4)ncnc32)cc1 (stereo not given)	6%	0.3%	-3%	-1.4%	-0.4	42	2.4%	-26%	5%	-1%
O=C(CCn1c(=O)[nH]c2ccsc2c1=O)NCCc1ccc(Cl)cc1	6%	0.9%	0%	-3.4%	0.3	93	0.2%	-2%	-14%	22%
COc1ccccc1-n1c(SCC(=O)NC(C)(C)C)nc(O)cc1=O	2%	-0.2%	4%	-2.6%	-1.7	52	-3.4%	-2%	-4%	-3%
CCOC(=O)c1c(NC(=O)CSc2nnc(-c3cccnc3)o2)sc(C(C)=O)c1C	9%	0.3%	15%	1.5%	-0.9	90	0.6%	-14%	1%	-6%
Cc1ccccc1C(=O)c1c[nH]c(C(=O)N2CCN(c3ccccc3F)CC2)c1	6%	0.5%	7%	3.5%	2.3	70	0.0%	-14%	4%	-28%
COc1cc(SC)ccc1C(=O)OC(C)C(=O)NC1CCCC1 (stereo not given)	8%	1.0%	-24%	2.4%	x	x	0.1%	-6%	-9%	-24%
CC(=O)c1ccc(OCC(O)CN2CCOCC2)cc1 (stereo not given)	7%	-0.1%	1%	-6.0%	0.0	70	1.2%	-18%	0%	24%
Cc1cc(C)cc(-n2ncc3c2CCCC3NC(=O)c2cc(C)[nH]n2)c1 (stereo not given)	7%	-0.1%	-9%	4.7%	-0.3	52	-0.2%	-2%	9%	1%
O=C(CSc1n[nH]c(=O)[nH]c1=O)Nc1ccc(C(=O)O)cc1	15%	-0.1%	-6%	-3.6%	1.7	58	0.1%	-16%	-3%	1%[20 µM]
COc1cccc(NC(=O)c2cc3ccccc3cc2OC)c1	6%	-0.2%	11%	0.3%	2.4	46	2.0%	-69%	6%	17%
Cc1ccccc1NC(=O)C1C2C=CC(C3CC23)C1C(=O)O (stereo not given)	13%	-0.3%	12%	0.3%	-1.7	48	-0.7%	-30%	-6%	7%
CCn1c(SCC(=O)C(C)(C)C)nnc1-c1ccccn1	4%	-0.1%	1%	-2.4%	3.7	35	0.0%	-16%	6%	17%
Clc1ccc(-c2nnc(CCc3ccccc3)o2)c(Cl)c1	5%	-0.1%	-8%	2.6%	2.5	44	-0.1%	-41%	-3%	6%
COc1ccc(N2CCN(C(=O)CCNS(=O)(=O)c3ccc4c(c3)CCC(=O)N4)CC2)cc1	19%	-0.1%	8%	-6.2%	0.5	71	0.3%	0%	13%	-16%
Cc1cc(C(=O)NCCc2ccccc2)c2cc(F)ccc2n1	2%	0.3%	-4%	-2.5%	-1.0	31	-1.2%	2%	9%	-2%[20 µM]
CCN(CC)CCn1c(=N)n(CC(O)c2ccco2)c2ccccc21 (stereo not given)	11%	-0.2%	19%	x	0.2	88	0.0%	62%*	19%	x
CCC1Sc2ccc(S(=O)(=O)CCC(=O)Nc3cc(C)ccn3)cc2NC1=O (stereo not given)	13%	-0.1%	18%	1.4%	-0.5	65	1.1%	14%	9%	-18%
COC(=O)C1=C(C)NC(=O)NC1/C=C/c1ccccc1 (stereo not given)	8%	-0.1%	-7%	0.7%	-0.1	105	0.5%	-25%	-1%	34%
OCCC1CN(Cc2cccc3nccnc23)CCN1Cc1ccc(F)cc1 (stereo not given)	13%	-0.2%	2%	1.1%	1.4	46	0.3%	-6%	21%	-12%
CCOC(=O)c1c(-c2ccc(C)o2)csc1NC(=O)COC(=O)c1ccc(NC(N)=O)cc1	13%	0.0%	10%	-3.5%	24	94	-0.8%	-8%	-2%	-21%
CCCOc1ccc(-c2c(C(=O)N/N=C/c3ccc(C)o3)nnn2-c2nonc2N)cc1	11%	0.1%	16%	-1.2%	7.5	52	0.7%	0%	0%	-21%
CCOC(=O)C(=Nc1ccc(Cl)cc1)NO	3%	-0.3%	3%	0.8%	-0.9	56	-1.0%	-1%	3%	8%
Cc1cc2cc(CNC(=O)c3ccc(S(=O)(=O)N4CCCCC4)cc3)ccc2[nH]1	2%	-0.3%	0%	-1.9%	-0.9	52	0.9%	-21%	-8%	5%
CCCCCn1c2nc3ccccc3nc2c2c(=O)n(CC3CCCO3)c(C)nc21 (stereo not given)	x	-0.3%	-6%	3.5%	x	x	x	-15%	-5%	-29%
Fc1ccc(Cn2nnnc2C(c2ccc(Cl)cc2)N2CCSCC2)cc1 (stereo not given)	9%	0.2%	16%	-5.2%	2.4	81	0.3%	-9%	-6%	7%
CC(C)CCNC(=O)c1nn(Cc2ccccc2)c(=O)c2ccccc12	2%	0.3%	-11%	-2.0%	0.4	51	-0.1%	-6%	-9%	-21%
COc1cc(-c2nc(-c3cccc(C)c3)no2)cc(OC)c1OC	3%	-0.1%	-9%	-0.6%	6.4	64	-1.9%	-32%	-1%	19%
CCC(OC(=O)c1nsc(Cl)c1Cl)C(=O)NCc1ccco1 (stereo not given)	6%	-0.2%	5%	5.3%	0.9	75	-0.2%	14%	0%	-72%
CS(=O)(=O)N(Cc1ccccc1)c1ccc(C(=O)NCc2ccccc2)cc1	3%	-0.1%	-4%	-0.8%	-1.1	65	5.5%	-19%	-2%	-21%
N#Cc1c(-c2ccc(F)cc2)cc(-c2cccnc2)nc1N	6%	0.0%	7%	7.6%	3.4	79	1.4%	-43%	5%	-21%
CC(=O)N1CCN(c2nc(CC(C)C)c3c(c2C#N)CCC3)CC1	-3%	-0.1%	-12%	1.5%	1.3	73	0.2%	-26%	5%	-10%
COc1cccc(OC)c1OCCCSc1nc(C)cc(=O)[nH]1	0%	0.3%	0%	0.8%	1.1	70	5.8%	x	4%	28%
COc1ccc(NC(=O)CN2CCCCC2)cc1	18%	0.2%	-7%	0.8%	0.9	55	-1.9%	-9%	0%	19%
O=C(CNS(=O)(=O)c1ccc(Br)cc1)Nc1ccc2c(c1)OCCO2	-2%	0.0%	0%	-2.1%	-0.9	63	0.7%[50 µM]	-28%	-16%	-4%
NS(=O)(=O)c1ccc(CCNc2ncnc3sccc23)cc1	5%	-0.1%	-2%	3.9%	0.7	92	0.6%	20%	-12%	11%
OC[C@@H]1CCCN1Cc1nc(-c2cccs2)no1	12%	-0.2%	-6%	5.4%	-0.4	96	-0.1%	29%	9%	-16%
COc1cccc(NC(=S)NC(=O)c2c(Cl)c(C)nn2C)c1	3%	0.5%	7%	-0.5%	6.5	74	1.5%[50 µM]	-2%	6%	-51%
CCOC(=O)C1CCCN(C(=O)c2ccco2)C1 (stereo not given)	8%	-0.2%	1%	-4.8%	-0.8	85	1.0%	-5%	-3%	-41%
Cc1ccc(C(=O)Nc2ccccc2SCC2CSc3nc4ccccc4c(=O)n32)cc1 (stereo not given)	12%	-0.1%	-13%	2.9%	1.1	62	0.3%	30%	6%	7%
O=C(Nc1cccc(C(F)(F)F)c1)c1ccco1	3%	0.5%	4%	-1.1%	1.0	74	1.5%	x	-3%	24%
COc1ccc(CCN(CC(=O)NC(C)(C)C)C(=O)Cn2nnc(-c3ccc(C)o3)n2)cc1OC	6%	-0.1%	7%	-5.8%	0.4	48	10%	-4%	-18%	-15%
Cc1ccc(NC(=O)C2CCCN(c3ncccn3)C2)c(C)c1 (stereo not given)	8%	0.0%	0%	-2.8%	-0.6	41	0.6%	-43%	-4%	5%
Cc1ccc(C)c(NC(=S)c2nc3ccccc3s2)c1	8%	0.4%	7%	2.7%	0.8	75	0.2%	-24%	14%	-15%
O=C(/C=C/c1cccc([N+](=O)[O-])c1)N1CCN(c2ccccc2F)CC1	13%	-0.2%	4%	-2.6%	0.0	37	3.6%	-20%	23%	x

Screening results as filed in PubChem BioAssay.
